Screening data: PubChem BioAssay, The Scripps Research Institute Molecular Screening Center
GPR151 ag: activators of human GPR151, primary screen, cell-based, PathHunter beta-arrestin, luminescence; AID 1508602, 2020; PathHunter beta-arrestin GPR151 cells; activation, % at 11.2 µM; G-protein coupled receptor 151 (Homo sapiens), Q8TDV0; hit rate 1% among 650,000; in the data active = activation above about 4.9%;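 also: 0% = median of compound wells and 100% = cells with positive control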
Target sequence (Q8TDV0 whole entry, looked up): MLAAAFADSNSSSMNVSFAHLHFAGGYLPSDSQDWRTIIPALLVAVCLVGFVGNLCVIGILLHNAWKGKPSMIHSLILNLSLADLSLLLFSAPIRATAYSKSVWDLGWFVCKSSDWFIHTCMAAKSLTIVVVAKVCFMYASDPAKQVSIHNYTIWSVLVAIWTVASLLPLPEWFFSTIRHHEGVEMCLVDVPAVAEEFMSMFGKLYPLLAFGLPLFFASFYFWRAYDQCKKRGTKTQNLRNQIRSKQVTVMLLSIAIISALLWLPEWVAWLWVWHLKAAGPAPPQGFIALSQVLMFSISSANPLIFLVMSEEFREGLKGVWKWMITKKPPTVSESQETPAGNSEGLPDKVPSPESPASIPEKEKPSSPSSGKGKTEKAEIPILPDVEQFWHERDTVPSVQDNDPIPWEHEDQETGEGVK
TEAD-YAP block: TEAD-YAP interaction inhibition, primary screen, TEAD-YAP interaction inhibitor project, luminescence, HEK-TIYL cells. AID 1259422, 2018. TEAD-Gal4/YAP UAS-luciferase luminescence. hit rate 1.4% among 640,000. inhibition, % at 9.12 µM; in the data active = inhibition above about 32%;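 also: 0% = median of test compound wells and 100% = reference inhibitor wells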
MITF primary: MITF inhibitors, primary screen, biochemical, AlphaScreen, human; Microphthalmia-associated transcription factor (Homo sapiens), O75030; hit rate 0.91% among 650,000; inhibition, % at 2.6 µM; AlphaScreen MITF homodimerization, bead proximity signal; in the data active = inhibition above about 50%;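 also: 0% = vehicle wells with protein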
Target sequence (O75030 whole entry, looked up): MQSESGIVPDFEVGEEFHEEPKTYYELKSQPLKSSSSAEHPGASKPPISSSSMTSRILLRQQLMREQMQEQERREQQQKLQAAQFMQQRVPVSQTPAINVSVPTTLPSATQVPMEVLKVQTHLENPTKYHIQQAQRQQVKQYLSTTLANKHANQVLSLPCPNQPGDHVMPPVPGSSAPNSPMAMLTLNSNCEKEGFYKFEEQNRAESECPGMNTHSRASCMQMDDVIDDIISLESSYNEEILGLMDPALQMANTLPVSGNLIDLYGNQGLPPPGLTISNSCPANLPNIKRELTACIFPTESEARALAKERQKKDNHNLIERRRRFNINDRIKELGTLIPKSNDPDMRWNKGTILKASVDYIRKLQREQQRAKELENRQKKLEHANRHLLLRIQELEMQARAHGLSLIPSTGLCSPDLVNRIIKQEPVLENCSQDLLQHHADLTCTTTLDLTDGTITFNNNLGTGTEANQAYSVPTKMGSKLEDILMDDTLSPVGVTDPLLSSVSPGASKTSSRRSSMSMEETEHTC
FBW7 act: FBW7 E3 ligase activators, primary screen, biochemical, AlphaScreen, human. hit rate 0.13% among 650,000. F-box/WD repeat-containing protein 7 (Homo sapiens), Q969H0. AID 1259310, 2017. AlphaScreen FBW7–phospho-cyclin E peptide binding, activator screen. normalized activity (activation), % at 26.1 µM; in the data active = normalized activity above about 1.9%;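 also: purified mutant Fbw7 with reduced substrate affinity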
The depositor's hits bear a star; & = joins results of further samples.

SMILES	GPR151 ag	TEAD-YAP block	MITF primary	FBW7 act
CC(=O)c1cc(F)c(N2CCC(C)CC2)cc1C	0.1	4.3	13.3	0.0
COc1ccc(C(=O)COC(=O)c2ccccc2I)cc1	-0.5	-18.8	1.1	0.3
COC(=O)C1=CN(CCN2C=C(C(=O)OC)C(c3ccccc3OC)C(C(=O)OC)=C2)C=C(C(=O)OC)C1c1ccccc1OC	0.9	0.5	2.3	0.7
COc1cccc(NC(=O)c2cnc3ccccn3c2=O)c1	-1.0	-26.2	2.2	0.2
OC1CCN(c2ccnc3c(-c4cccc(F)c4)cnn23)CC1	2.2	-69.4	0.5	0.1
Cc1noc(C)c1-c1nc(N)c2ncn(C(C)C)c2n1	0.2	9.4	3.8	0.0
CC(C)OC(=O)CN1C(=O)c2ccccc2C1=O	2.3	-2.0	5.1	0.1
O=C(NC1CCCCC1)c1cc(=O)[nH]c(=O)[nH]1	-1.5	-4.9	25.6	0.7
CCN(CCCN1C(=O)C2C(C(=O)Nc3cc(Cl)cc(Cl)c3)C3C=CC2(O3)C1C(=O)NC1CCCC(C)C1C)Cc1ccccc1 (stereo not given)	-0.3	3.7	-5.3	-0.1
COc1ccc2cc(C(=O)O)c(C)nc2c1	-0.5	-3.8	-6.0	0.0
Nc1nc(NC2CC2)cc(-c2ccc(C(=O)NC3CC3)cc2)n1	-1.2	-1.2	7.9	0.3
CCOc1cc(/C=C2\C(=O)NC(=O)N(c3ccccc3Cl)C2=O)ccc1O	1.6	5.3	2.6	-0.2
CCOC(=O)c1c(NC(=O)Cc2ccc(OC)cc2)sc(C)c1C	1.2	5.2	2.6	0.0
Cc1ccc(NC(=O)Cn2ncc3c(=O)oc4ccccc4c32)c(Br)c1	-0.4	0.0	-4.8	0.2
Cn1c(=O)[nH]c(=O)c2c1nc(SCCN1CCOCC1)n2CCCc1ccccc1	0.5	5.9	11.6	-0.3
COc1ccccc1C(=O)NCc1ccc2[nH]c(C)cc2c1	-1.0	12.5	-11.6	-0.2
O=C(Nc1ccccc1O)c1ccc(Br)c(S(=O)(=O)N2CCCCC2)c1	-0.3	-23.5	-10.0	0.0
CCOC(=O)CSc1nc2ccccc2c(=O)n1C	0.3	4.1	2.6	0.3
CCCCn1c(=O)c2c(nc3n(CCc4ccc(OC)c(OC)c4)c(C)cn23)n(C)c1=O	1.0	1.1	-1.5	0.1
CCc1ccc(C2C(C#N)=C(N)OC(CSc3nc(C)ccc3C#N)=C2C(=O)OC)cc1 (stereo not given)	1.7	-2.9	-5.9	0.2
COc1ccc(C2CC(c3ccccc3)=NN2C(=O)CSc2nccc(=O)[nH]2)cc1 (stereo not given)	1.0	-6.4	-4.4	-0.1
CCc1ccc(C(=O)NC(C(=O)O)C(C)C)cc1 (stereo not given)	1.6	-3.0	-3.4	0.0
CC1(C)Cc2c(sc3nc(SCC(N)=O)n(CCc4ccccc4)c(=O)c23)CO1	1.0	-5.5	11.5	0.0
Cc1c2oc3c(C)ccc(C(=O)OC(C)C4NC(=O)C(C(C)C)N(C)C(=O)CN(C)C(=O)C5CCCN5C(=O)C(C(C)C)NC4=O)c3nc-2c(C(=O)OC(C)C2NC(=O)C(C(C)C)N(C)C(=O)CN(C)C(=O)C3CCCN3C(=O)C(C(C)C)NC2=O)c(N)c1=O (stereo not given)	2.9&0.3	96.4*	-1.8&-3.7	-0.1&0.0
CC(=O)Nc1ccc(NC(=O)c2csc(-c3ccc(N4CCN(C)CC4)cc3)n2)cc1	-2.5	-16.8	13.8	0.1
CCc1ccc(NC(=O)CN2CCCC(c3nc4ccccc4[nH]3)C2)cc1 (stereo not given)	-1.3	0.9	18.8	0.7
CCOc1ccc(C(=O)NCCN(C)C)cc1	-1.7	5.8	0.9	0.3
CC1C(=O)SC2(CCCCC2)N1c1ccc(Br)cc1 (stereo not given)	-2.1	-6.5	4.0	-0.1
C=CCn1c(O)c(C2=c3cc(OC)ccc3=NC2=O)sc1=S	-0.7	0.1	0.8	-0.1
O=C(CSc1nnc(-c2ccncc2)n1Cc1ccccc1)c1ccc(Br)cc1	-1.4	4.6	15.2	0.0
O=c1oc2cc(O)ccc2cc1-c1nnc(-c2ccc([N+](=O)[O-])cc2)o1	-0.2	-2.2	-8.6	-0.4
CN1CCCC(OC(=O)c2ccc(C#N)cc2)C1 (stereo not given)	0.5	-1.3	-9.7	-0.1
N#CC1=C2N=C(N)c3c(sc4c3CCCCC4)N2C2=C(C(=O)CCC2)C1c1ccc(F)cc1 (stereo not given)	0.6	2.3	3.0	-0.4
O=C(CN1CCCC1)N1CCOc2ccc(CN3CCc4ccccc4C3)cc2C1	-0.6	1.1	16.1	0.2
O=C(NCCCN1CCOCC1)C(=O)NCCC1=CCCCC1	-0.3	6.2	6.5	0.8
Cc1nc2ccc(C(=O)Nc3nncs3)cc2s1	0.1	-9.3	-1.1	-0.2
O=C(CN1C(=O)c2cccc3cccc1c23)NCc1ccccc1	-0.3	-14.6	0.5	0.2
CC(C)(CO)NC(=O)c1cc(-c2ccccc2F)no1	-1.4	-35.5	6.5	0.0
CC(=O)OCC1OC(n2cnc3[nH]ncc3c2=O)C(OC(C)=O)C(OC(C)=O)C1OC(C)=O (stereo not given)	1.1	13.4	10.5	0.1
O=C(O)c1cccc(NS(=O)(=O)c2cccc(C(=O)O)c2)c1	1.1	-9.8	-8.2	0.2
CC1=Nc2ccccc2/C1=C/c1c(O)n(Cc2ccc(F)cc2)c(=O)[nH]c1=O	0.5	-0.6	-0.8	-0.9
O=C1C2C3C=CC(C2C(=O)N1Cc1ccccc1)C1C(=O)N(Cc2ccccc2)C(=O)C31 (stereo not given)	2.0	7.7	9.4	0.2
COc1ccc(OC)c(-n2c(CNC(=O)c3cccs3)nnc2SCC(=O)Nc2ccc(F)cc2)c1	0.4	7.8	5.2	0.2
N#Cc1ccccc1COC(=O)c1ccc2c(c1)OCO2	0.5	11.6	6.3	0.1
CC1(C)CC(Nc2ncnc3sc4c(c23)CCC4)CC(C)(C)N1	-0.7	7.9	-3.5	-0.1
CN1C(=O)CSC1=Nc1ccc(Br)cc1	0.9	-4.0	-2.5	-0.7
CCC(=O)Nc1sc2c(c1-c1nc3ccccc3s1)CCN(CC)C2	2.5	54.3*	6.3	0.4
Cc1ncn(-c2ccc(Nc3ncc4cccc(-c5cncc6ccccc56)c4n3)cc2)n1	0.1	-20.1	3.1	0.0
CC12CCC(C(=O)Nc3ccc(Cl)cc3)(OC1=O)C2(C)C (stereo not given)	-0.5	4.2	13.4	0.8
COc1ccc(C(C)(C)C)cc1S(=O)(=O)Nc1ccc(-c2cn3ccc(C)nc3n2)cc1	-0.2	6.5	11.2	0.6
Nc1c(C(=O)c2ccc3c(c2)OCO3)sc2nc(-c3cccnc3)ccc12	-1.2	-12.2	14.8	0.6
Cc1ccc(-c2c(C(=O)Nc3ccc4nn(-c5ccccc5)nc4c3)oc(=O)c3ccccc23)cc1	-1.7	-6.2	7.1	0.2
O=C(NCc1ccc2c(c1)OCO2)c1cc(-c2ccc(Cl)cc2)n[nH]1	-1.0	11.3	4.2	0.1
Cc1cc(C)n2nc(C(=O)Nc3cccc(Br)c3)nc2n1	0.2	-1.6	8.0	0.1
O=C(Nc1cccc(Cl)c1)c1cccc(N2C(=O)c3ccccc3C2=O)c1	0.3	-8.9	-6.2	-0.1
CC(=O)c1cccc(NC(=O)CCCOc2cccc(C)c2)c1	-0.7	3.5	-0.1	0.1
CCc1ccccc1-n1c(SCC(=O)Nc2cc(C)on2)nc2[nH]ncc2c1=O	-1.4	2.9	6.5	0.0
CC(=O)c1sc(NS(=O)(=O)c2cc(C)ccc2C)nc1C	-0.1	1.8	10.0	0.0
O=C(COc1ccccc1Cl)N(Cc1cccc(Cl)c1)C1CCS(=O)(=O)C1 (stereo not given)	-0.8	9.1	-10.6	-0.1
O=C1CCCC2=C1C(c1cccnc1)Nc1ccc(C(=O)c3ccccc3)cc1N2 (stereo not given)	2.3	25.0	5.5	0.0

Continuation.
SMILES	GPR151 ag	TEAD-YAP block	MITF primary	FBW7 act
CCS(=O)(=O)Nc1cccc(N2CCC(N[C@@H](Cc3ccccc3)C(=O)OC)CC2)c1	0.1	-25.4	3.1	-0.1
CC(=O)NC1=NN(C(C)=O)C(C)(c2ccc([N+](=O)[O-])cc2)S1 (stereo not given)	1.5	-7.0	6.3	0.0
COc1ccc(-c2cc(C(F)(F)F)n3nc(C(=O)Nc4cc(C)cc(C)c4)cc3n2)cc1	-0.7	14.2	10.1	1.0
CN(Cc1ccccc1)C(=O)c1nc2ccccn2c1CNCC1COCCO1 (stereo not given)	0.2	5.5	2.4	0.1
CCOC(=O)N1CCC(N(CCOC)C(=O)Nc2ccc(Cl)cc2)CC1	-0.1	-6.0	1.6	-0.1
COc1ccc(S(=O)(=O)N2CCN(CC(=O)Nc3ccc(OC)c(Cl)c3)CC2)cc1	-0.1	19.1	12.8	0.5
Cc1nc(NCCNS(=O)(=O)c2ccc3c(c2)OCCO3)cc(N(C)C)n1	1.9	-0.8	-0.6	-0.3
CSc1ccccc1C(=O)NCc1c(C)ncc2c1CCN(C(=O)c1ccsc1)C2	3.9	-6.9	16.6	0.2
CC(O)CN1CCN(C2=NS(=O)(=O)c3ccccc32)CC1 (stereo not given)	-1.9	4.3	15.0	0.2
COc1cccc(N2C(=O)NC(=O)/C(=C/c3ccc(Br)cc3)C2=O)c1	-0.7	-3.5	1.7	-0.1
Cc1cc2c(cc1C)C(c1cc(Br)ccc1F)CC(=O)N2 (stereo not given)	0.5	4.8	-5.5	-0.1
CSCCNC(=O)c1ccc(OC2CCN(CCc3ccccc3)CC2)cc1	1.0	-13.0	-1.5	0.0
Cc1ccc(S(=O)(=O)NC2CC(C)(C)NC(C)(C)C2)c(C)c1C	2.3	-5.5	-9.4	-0.1
Cc1ccc([N+](=O)[O-])cc1NC(=O)CN(CCc1ccccc1)S(C)(=O)=O	1.6	2.7	-65.9	0.1
COc1cccc(Nc2nc(-c3ccc(OC)c(F)c3)cs2)c1	-0.2	19.1	8.5	0.0
Cc1ccc(C(=O)N2CCC3(CC2)OCc2ccccc2O3)cc1F	0.3	-6.4	-17.5	0.1
COc1cc([N+](=O)[O-])ccc1NC(=O)COc1ccccc1C(C)(C)C	0.0	2.0	-10.3	0.0
COc1cccc(C(=O)Nc2cc3c4c(c2)CC(=O)N4CCC3)c1OC	0.9	-19.6	1.7	0.0
CCn1cc(C(=O)N2CCC3(CC2)Nc2cc(OC)ccc2-n2cccc23)cn1	0.7	-1.7	5.1	-0.3
CCCCn1c(CN2CCN(CC)CC2)nc2c1c(=O)[nH]c(=O)n2C	0.1	-1.1	-2.8	-0.1
CC(C)(C)c1ccc(OCc2nnc3n2N=C(c2ccc(F)cc2)CS3)cc1	-0.6	0.5	12.5	0.0
NC(=O)c1ccc(NS(=O)(=O)c2c(F)cc(F)c(Cl)c2F)cc1	3.6	-0.7	7.8	0.1
CSc1ccc(Cn2nnc(C(=O)Nc3ccc(C)c(C)c3)c2N)cc1	0.8	-10.9	-4.8	-0.1
O=C(O)c1ccc(COc2cccc(CO)c2)cc1	-12.1	-23.8	6.8	0.0

By substructure: the compounds so far with fluorine.
SMILES	GPR151 ag	TEAD-YAP block	MITF primary	FBW7 act
CC(=O)c1cc(F)c(N2CCC(C)CC2)cc1C	0.1	4.3	13.3	0.0
OC1CCN(c2ccnc3c(-c4cccc(F)c4)cnn23)CC1	2.2	-69.4	0.5	0.1
N#CC1=C2N=C(N)c3c(sc4c3CCCCC4)N2C2=C(C(=O)CCC2)C1c1ccc(F)cc1 (stereo not given)	0.6	2.3	3.0	-0.4
CC(C)(CO)NC(=O)c1cc(-c2ccccc2F)no1	-1.4	-35.5	6.5	0.0
CC1=Nc2ccccc2/C1=C/c1c(O)n(Cc2ccc(F)cc2)c(=O)[nH]c1=O	0.5	-0.6	-0.8	-0.9
COc1ccc(OC)c(-n2c(CNC(=O)c3cccs3)nnc2SCC(=O)Nc2ccc(F)cc2)c1	0.4	7.8	5.2	0.2
COc1ccc(-c2cc(C(F)(F)F)n3nc(C(=O)Nc4cc(C)cc(C)c4)cc3n2)cc1	-0.7	14.2	10.1	1.0
Cc1cc2c(cc1C)C(c1cc(Br)ccc1F)CC(=O)N2 (stereo not given)	0.5	4.8	-5.5	-0.1
COc1cccc(Nc2nc(-c3ccc(OC)c(F)c3)cs2)c1	-0.2	19.1	8.5	0.0
Cc1ccc(C(=O)N2CCC3(CC2)OCc2ccccc2O3)cc1F	0.3	-6.4	-17.5	0.1
CC(C)(C)c1ccc(OCc2nnc3n2N=C(c2ccc(F)cc2)CS3)cc1	-0.6	0.5	12.5	0.0
NC(=O)c1ccc(NS(=O)(=O)c2c(F)cc(F)c(Cl)c2F)cc1	3.6	-0.7	7.8	0.1

Going on with the list:
SMILES	GPR151 ag	TEAD-YAP block	MITF primary	FBW7 act
O=C(CN(C(=O)Cn1nnc(-c2ccc(Cl)cc2)n1)C1CCCC1)NC1CCCC1	0.9	6.8	1.1	-0.1
CCN1CCN(CCCNC(=O)CCC(=O)Nc2nc(-c3cc4cccc(OC)c4oc3=O)cs2)CC1	-9.6	1.6	2.3	0.0
CCc1nc(C(N)=O)c2[nH]c(=O)n(Cc3ccccc3)c2n1	-0.3	-17.6	0.0	-0.1
Cc1sc2nc(C)n(C3CCN(C(=O)c4cc(C(C)(C)C)[nH]n4)CC3)c(=O)c2c1C	-0.3	-4.2	-7.5	0.2
